Screens: PubChem BioAssay, Sanford-Burnham Center for Chemical Genomics
UPR CHOP act – activators of apoptotic arm of unfolded protein response (CHOP); CHO-CHOP luciferase reporter, UPR activation, luminescence; percent of tunicamycin response over DMSO baseline; activation, % at 10 µM; actives 0.34% (n = 330,000);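 active = at 10 µM dose, activation of 40% or more, normalized to positive control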;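 note: 100% = tunicamycin at 10 µg/mL and 0% = DMSO alone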
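System: CHO CHOP reporter cells. Amount: 500 cells per well. Buffer or medium: F12 medium, 10% FBS. Compound dosing: one dose, 10 µM in 0.5% DMSO. Incubation: 6 h compound exposure at 37 °C after overnight seeding. Technique: Steady-Glo luciferase luminescence. Benchmarks: tunicamycin and DMSO controls.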
tim23-1 inh – growth inhibitors of tim23-1 mutant yeast; S. cerevisiae tim23-1 growth, BacTiter-Glo luminescence, 24 h; inhibition, % at 20 µM; actives 1.3% (n = 330,000);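 active = growth inhibition of the mutant yeast at or above 50%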;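 note: temperature-sensitive mutant grown at 25 °C; plate controls were DMSO-treated mutant yeast for no effect and medium wells lacking yeast for full effect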
TIM10 inh – inhibits growth of TIM10 yeast strain; actives 1.4% (n = 330,000); inhibition, % at 10 µM; AID 463195; S. cerevisiae TIM10 strain growth, BacTiter-Glo luminescence, 24 h;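 active = inhibition of 40% or more at the single tested concentration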;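 note: wild-type TIM10 isogenic control strain grown at permissive 25 °C; 0% = DMSO yeast wells and 100% = minimal medium wells without yeast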
CXCR6 inh – inhibitors of human CXCR6 receptor; actives 0.36% (n = 360,000); inhibition, % at 20 µM; CHO-K1 PathHunter CXCR6 beta-arrestin, luminescence; AID 602244; in the data active = inhibition above about 34%, passing the limit was not always enough;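 note: antagonist mode with CXCL16 agonist at 10 nM final; 0% = 10 nM CXCL16 with DMSO and 100% = unstimulated wells without agonist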
APJ agonist – APJ receptor agonism. CHO-K1 APJ PathHunter beta-arrestin, luminescence; 0% DMSO wells, 100% apelin. activation, % at 20 µM. actives 0.11% (n = 330,000). AID 2520;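 active = activation more than six SD over the plate average, tested at 20 µM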;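 note: 0% = DMSO alone and 100% = apelin-13 at 10 nM; some results filed as inactive read as strong as hits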
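assay system = CHO-K1 APJ beta-arrestin complementation cell line | input = cell density 1000 per well | dosing = compound 20 µM once, DMSO 1% | timing = compound 90 min 25 °C, reagent 1 h | measured by = luminescence from split beta-galactosidase complementation, Galacton Star/Emerald II substrate | read-out basis = APJ agonist activity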
APJ antagonist – blocks the human apelin receptor APJ; CHO-K1 APJ beta-arrestin complementation, luminescence; P35414; inhibition, % at 20 µM; AID 2521; actives 0.32% (n = 330,000);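 active = inhibition above about 40% at 20 µM, limit read from the data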;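 note: cells challenged with 10 nM apelin-13 agonist together with compound; plate controls were apelin-13 plus DMSO wells for no effect and DMSO wells lacking apelin-13 for full effect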
XBP1 UPR activ – activators of adaptive arm of unfolded protein response (XBP1). actives 0.33% (n = 330,000). activation, % at 20 µM. CHO-XBP1 luciferase reporter, IRE1-XBP1 UPR activation, luminescence; percent of tunicamycin response, DMSO as zero;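 active = versus positive control, 20 µM dose yields 30% or more activation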;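 note: 100% = tunicamycin at 10 µg/mL and 0% = DMSO only wells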
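Material: CHO cell line with stable XBP1 luciferase reporter; buffer or medium: F12 medium containing 10% fetal bovine serum; compound: single point, 20 µM final compound, 1% DMSO; incubation: 6 h treatment, 37 °C; measured by: glow luminescence from Steady-Glo reagent; evaluation: activation, % of tunicamycin; control set: tunicamycin high, DMSO low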
tim10-1 inh – growth inhibitors of tim10-1 mutant yeast; actives 2.2% (n = 330,000); S. cerevisiae tim10-1 ts strain growth, BacTiter-Glo, 24 h; inhibition, % at 20 µM;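 active = inhibition of at least 40%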;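 note: mutant grown at 25 °C; 0% = DMSO wells with yeast and 100% = wells holding no yeast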
Mdm2-MdmX inh – human Mdm2/MdmX binding inhibition. O15151+Q00987. SaOS-2 split-luciferase Mdm2/MdmX complementation, luminescence. inhibition, % at 8 µM. actives 3% (n = 330,000). AID 485346;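 active = inhibition of at least 50% at 8 µM in the primary screen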
Target sequence (O15151 whole entry, looked up): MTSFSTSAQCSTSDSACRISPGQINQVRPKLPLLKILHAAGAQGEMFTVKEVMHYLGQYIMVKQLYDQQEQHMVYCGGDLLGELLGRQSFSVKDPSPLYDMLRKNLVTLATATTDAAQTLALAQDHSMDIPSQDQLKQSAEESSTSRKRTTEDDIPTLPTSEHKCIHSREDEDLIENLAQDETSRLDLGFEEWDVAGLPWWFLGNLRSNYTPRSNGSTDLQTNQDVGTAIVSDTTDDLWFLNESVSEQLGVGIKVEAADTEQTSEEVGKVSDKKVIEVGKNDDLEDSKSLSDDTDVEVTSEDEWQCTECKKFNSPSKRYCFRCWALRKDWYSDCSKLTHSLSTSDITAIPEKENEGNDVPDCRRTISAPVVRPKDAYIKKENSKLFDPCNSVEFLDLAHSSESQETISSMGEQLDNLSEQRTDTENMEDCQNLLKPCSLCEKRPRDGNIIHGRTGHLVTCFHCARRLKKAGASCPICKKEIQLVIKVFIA
Target sequence (Q00987 whole entry, looked up): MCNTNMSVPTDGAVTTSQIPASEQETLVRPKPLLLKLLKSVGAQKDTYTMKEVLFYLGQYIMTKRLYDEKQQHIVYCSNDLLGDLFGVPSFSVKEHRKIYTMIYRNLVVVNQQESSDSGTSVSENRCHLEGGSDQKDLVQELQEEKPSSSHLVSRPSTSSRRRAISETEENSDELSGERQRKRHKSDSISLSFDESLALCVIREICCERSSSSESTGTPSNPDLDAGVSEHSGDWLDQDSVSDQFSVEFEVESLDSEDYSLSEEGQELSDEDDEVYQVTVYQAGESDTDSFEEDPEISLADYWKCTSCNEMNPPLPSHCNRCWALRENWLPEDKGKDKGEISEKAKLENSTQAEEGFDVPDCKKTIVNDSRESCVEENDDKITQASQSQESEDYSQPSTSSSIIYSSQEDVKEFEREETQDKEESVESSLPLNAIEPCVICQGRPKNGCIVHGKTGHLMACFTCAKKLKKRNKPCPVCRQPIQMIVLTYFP
* hit, by the source's call. The list is partial (hit frequency here may not be typical).

SMILES | UPR CHOP act | tim23-1 inh | TIM10 inh | CXCR6 inh | APJ agonist | APJ antagonist | XBP1 UPR activ | tim10-1 inh | Mdm2-MdmX inh
CCN1C(=O)[C@@H]2[C@@H](c3ccc(-c4ccc(OC)cc4)cc3)N3CCCC[C@@]3(C(=O)OC)[C@@H]2C1=O | -0.8 | 24 | 6 | 4 | 3 | 1 | 2 | -3 | 6
O=C(Nc1ccc(-n2ccnc2P(=O)(O)c2ccccc2)cc1)c1ccccc1Br | -1.3 | 9 | 5 | 3 | 1 | 7 | 0 | -3 | 2
COC(=O)c1ccc(-c2nn(C)c(=O)c3ccccc23)cc1 | 2.6 | 26 | 0 | 1 | -3 | -53 | 2 | 15 | 27
S=c1[nH]nc(COc2ccc(Cl)cc2Cl)n1-c1ccccc1 | 2.2 | 39 | 18 | -4 | -2 | 14 | -1 | 13 | -10
COCCCn1c(Cc2ccccc2)nnc1SCC(=O)N1CCCCC1 | 1.5 | 24 | 6 | 1 | -2 | -2 | -2 | -6 | -7
Cc1ccc(C(=O)NCC(=O)NCc2ccc(Cl)cc2)s1 | 0.2 | 9 | -19 | -3 | -3 | 3 | -1 | -41 | 20
COc1ccc(C(=O)NC(=S)N2CCN(c3ccccc3OC)CC2)cc1 | 1.8 | 38 | 13 | 4 | 2 | 4 | -1 | 27 | 26
O=C(NC1CCCN(Cc2ccc(Cl)cc2)C1)c1ccnc(Cl)c1 (stereo not given) | 0.7 | 3 | 0 | -5 | 0 | 6 | -2 | 11 | 16
CCOC(=O)Cn1c(=N)n(CCOc2ccc(Br)cc2)c2ccccc21 | -1.7 | -2 | 14 | -11 | 1 | 11 | 2 | 1 | 30
Cc1ccc(NC(=S)NCC2CCN(C(C)c3ccccc3)C2)cc1C (stereo not given) | 2.1 | -14 | -10 | 9 | -6 | 10 | -1 | -15 | 9
CCOC(=O)c1cnc2c(C)c(Cl)ccc2c1N1CCOCC1 | -1.1 | 4 | -8 | 0 | 1 | -1 | 4 | 24 | 3
S=C(NCc1ccncc1)Nc1cccc(Cl)c1 | -0.6 | 8 | 10 | 0 | -2 | 10 | -2 | 18 | -36
COc1ccc(CNC(=O)C2(c3ccc(Cl)cc3)CC2)cc1 | -2.7 | 1 | 9 | 5 | -2 | -5 | 1 | 18 | 5
CNC(C)c1cc(OC)ccc1OC (stereo not given) | 4.4 | 0 | -13 | 12 | -3 | 7 | 0 | -8 | -6
CCOC(=O)c1ccc(NC(=O)CC2S/C(=N/N=C/c3c[nH]c4ccccc34)NC2=O)cc1 (stereo not given) | 1.7 | -27 | -31 | 12 | -4 | -17 | 3 | -8 | 35
CC(=O)c1sc(NC(=O)CCCc2nc3ccccc3c(=O)[nH]2)nc1-c1ccccc1 | 0.4 | 9 | 11 | 0 | 0 | -19 | -1 | 6 | 27
Cc1noc(C)c1NC(=O)Nc1ccc2c(c1)C(=O)N([C@H](C)CO)C[C@H](C)[C@@H](CN(C)S(=O)(=O)c1ccccc1)O2 | -2.1 | 6 | 0 | 1 | 1 | 0 | 0 | 12 | -18
Cc1cc2ccccn2c1C(=O)Nc1cccc(Cl)c1 | 6.7 | 20 | 22 | -6 | -1 | -10 | 10 | -24 | 6
COc1ccccc1-c1noc(-c2cccs2)n1 | 4.4 | 16 | 5 | -4 | 0 | 14 | 3 | 37 | -90
Cc1ccc(C23CC4CC(CC(CC(=O)NC(C)(C)CO)(C4)C2)C3)cc1 | 0.1 | 47 | 31 | -9 | -2 | 3 | -5 | 23 | 6
CCOc1ccc(CN(C)C(=O)CNC(=O)c2ccc3ccccc3c2)cc1OC | 0.2 | 8 | -26 | -7 | 0 | -11 | 1 | -12 | -1
Cc1c(Cl)cccc1NC(=O)CC1Sc2ccccc2NC1=O (stereo not given) | -0.3 | -8 | -16 | -9 | -2 | 6 | 1 | -10 | 32
CC(=O)Nc1ccc(NC(=O)C(C)OC(=O)C(C)SCC(=O)Nc2ccc(C)cc2)cc1 (stereo not given) | -0.4 | 6 | -1 | 11 | 1 | -11 | -2 | 17 | -25
Cc1ccc(S(=O)(=O)N2CCN(C(=O)CSc3ccc(F)cc3)CC2)cc1 | -0.6 | 23 | 2 | 0 | 2 | -20 | 3 | 6 | -9

Two entries from above, as tab-separated lines.
mol	UPR CHOP act	tim23-1 inh	TIM10 inh	CXCR6 inh	APJ agonist	APJ antagonist	XBP1 UPR activ	tim10-1 inh	Mdm2-MdmX inh
CCOC(=O)c1ccc(NC(=O)CC2S/C(=N/N=C/c3c[nH]c4ccccc34)NC2=O)cc1 (stereo not given)	1.7	-27	-31	12	-4	-17	3	-8	35
CC(=O)c1sc(NC(=O)CCCc2nc3ccccc3c(=O)[nH]2)nc1-c1ccccc1	0.4	9	11	0	0	-19	-1	6	27

Next section
SMILES | UPR CHOP act | tim23-1 inh | TIM10 inh | CXCR6 inh | APJ agonist | APJ antagonist | XBP1 UPR activ | tim10-1 inh | Mdm2-MdmX inh
Cc1ccc(/C=N/NC(=O)CSc2nnc(-c3ccc(Cl)cc3)n2-c2ccccc2)o1 | 0.0 | 18 | 23 | -16 | 17 | -215 | -2 | 22 | 23
CCC(C)(O)c1[nH]c2ccc(C#N)cc2c1C (stereo not given) | 0.4 | -12 | -9 | -7 | 0 | 10 | -1 | 4 | 16
Cc1ccc(S(=O)(=O)N2CCCCC2)cc1C(=O)N(C)CCOc1ccccc1 | 0.0 | 27 | 17 | 8 | -7 | 3 | -4 | 24 | 6
O=C(COC(=O)c1ccccn1)Nc1cccc(Cl)c1 | -1.3 | -5 | 0 | -1 | -1 | 0 | -4 | 11 | 1
CC(C(=O)N1CCc2ccccc21)N1CCN(c2cccc(C(F)(F)F)c2)CC1 (stereo not given) | -0.6 | 42 | 5 | 14 | -2 | -2 | 4 | 36 | 15
CCN(CC(=O)NCc1ccc(Cl)cc1)C(=O)CSc1ccc(Br)cc1 | -0.4 | 38 | 5 | 4 | 0 | 5 | -5 | 20 | 23
CC(C)CCN1C(=O)c2ccc(C(=O)OCC(=O)N(CC(C)C)C3CCS(=O)(=O)C3)cc2C1=O (stereo not given) | 0.5 | -7 | 7 | 4 | -3 | -1 | -1 | -10 | -6
Cc1cccc(OCc2nnc(SCC(=O)OC3CCCCC3)o2)c1 | 1.5 | 3 | -6 | -10 | 0 | -8 | -1 | 28 | -13
CC(C)OCCCNCC(O)c1ccccc1 (stereo not given) | 4.6 | 0 | 4 | 2 | 1 | 4 | -1 | 9 | -34
COCCNC(=O)Cn1cc(C(=O)c2cccs2)c2ccccc21 | 0.0 | 14 | 9 | -5 | -2 | 22 | -4 | 4 | 31
COc1ccc(CNC(=O)C2CCCN2S(=O)(=O)c2ccc(Cl)cc2)cc1 (stereo not given) | -2.2 | 27 | 2 | -2 | -3 | -4 | -3 | 19 | -2
COc1ccc(C(=O)Nc2ccnn2C2CCN(C(=O)c3cc(C)on3)CC2)cc1 | 4.4 | 7 | -1 | -1 | -5 | 16 | 1 | 2 | 35
COc1cc(/C=N\NC(=O)C(C)(C)O)ccc1OC/C=C/c1ccccc1 | 0.2 | 24 | -2 | 1 | -7 | 7 | 0 | 10 | 27
CC1CCN(CC(=O)Nc2ccccc2Sc2ccccc2)CC1 | 2.0 | 5 | 1 | -1 | 0 | 6 | 3 | 7 | -22
Cc1c(Cl)cccc1NC(=S)NCc1cccs1 | 0.2 | 26 | 36 | 2 | -2 | 0 | -1 | 37 | 17
CC(C)C(C(=O)Nc1nccs1)c1ccc(Cl)cc1 (stereo not given) | -3.7 | 15 | -10 | 4 | -3 | 13 | 0 | -5 | 23
COc1ccc(OC)c(CNC(=O)C2CCCN(S(=O)(=O)N3CC(C)CC(C)C3)C2)c1 (stereo not given) | 0.7 | 7 | 18 | 3 | 0 | -38 | -4 | 22 | 13
Cc1ccc(-c2nc(N)sc2CC(=O)OCC(=O)NC2CCCC(C)C2C)cc1 (stereo not given) | 1.4 | 24 | -6 | 0 | -2 | 5 | -3 | 32 | 3
CCOc1ccccc1-c1n[nH]c(=S)o1 | -1.9 | -2 | -7 | -1 | -3 | 6 | 1 | 10 | -1
Cc1n[nH]c(C)c1CCNC(=O)C1CCC(=O)N(Cc2ccccc2F)C1 (stereo not given) | -0.4 | 10 | 4 | 6 | -7 | -5 | -2 | 1 | 6
O=C(CN1C(=O)C2C3C=CC(C3)C2C1=O)Nc1ccc2c(c1)OCCO2 (stereo not given) | 2.6 | 7 | 2 | -3 | 6 | 3 | 0 | 9 | -41
Cc1ccccc1C1c2[nH]c3ccccc3c2C[C@H]2C(=O)N(c3ccccc3C(=O)NCCN3CCOCC3)C(=O)N12 (stereo not given in full) | -1.2 | 0 | 9 | -5 | -1 | -9 | -2 | 11 | 6
COc1cccc(CNC(=O)[C@H](CCSC)NC(=O)N2CCn3c2nc2ccccc23)c1 | 2.6 | -6 | 3 | -6 | 6 | 19 | -2 | 7 | 25
O=C(C1CCC1)N1CCN(c2ccc(C(F)(F)F)cc2[N+](=O)[O-])CC1 | -0.1 | 8 | 5 | 0 | -6 | 1 | -3 | 1 | 11
Nc1nc(SCC(=O)c2cc3ccccc3o2)n[nH]1 | -0.6 | 3 | -4 | 10 | -9 | 39 | -7 | 10 | 14
COc1ccccc1N1CCN(C(=S)NC(=O)/C=C/c2ccccc2)CC1 | 1.1 | -2 | 11 | 10 | 0 | 9 | 7 | 19 | -37
CN(CC(=O)Nc1ccc(F)cc1)C(=O)CSc1nc2ncc(Cl)cc2[nH]1 | 0.5 | 10 | 10 | 1 | 2 | -8 | 0 | 10 | -8
O=C(c1ccc(SCc2ccco2)c([N+](=O)[O-])c1)N1CCOCC1 | 2.0 | 8 | 23 | 6 | 0 | 17 | -2 | 17 | 5
COC(=O)c1ccc(S(=O)(=O)N2CCCN(Cc3cccc(Br)c3F)CC2)n1C | -1.7 | 28 | 14 | -1 | -2 | 0 | -3 | 7 | 8
Cc1cccc(NC(=S)N(C)Cc2cn(C)c3ccccc23)c1 | -0.2 | 48 | 39 | 1 | -2 | -14 | -1 | 30 | 8
Cc1oc(/N=C/c2ccccc2)c(C#N)c1C | 3.5 | 8 | 6 | 21 | 0 | -13 | 3 | 20 | 11
O=C(NC(=S)Nc1cc(C(F)(F)F)ccc1N1CCOCC1)c1ccco1 | 1.3 | 39 | 39 | 10 | 2 | 10 | 0 | 33 | 2
COC(=O)c1cc(C(=O)OCC(=O)NNC(=O)c2cccs2)cc([N+](=O)[O-])c1 | -0.1 | 10 | 0 | -9 | 5 | -49 | 0 | 8 | 15
COC(=O)c1ccc(NC(=O)CNS(=O)(=O)c2cccs2)cc1 | -0.5 | -4 | -5 | 2 | 0 | 15 | 1 | -9 | 6
O=C(NNC(=S)NC(=O)c1sc2ccccc2c1Cl)c1ccc(Cl)cc1 | 7.4 | 20 | -32 | 7 | 4 | 10 | 28 | -6 | 31
Cc1ccc(SCCn2nc(C(=O)O)c3ccccc3c2=O)cc1 | 1.0 | 20 | 13 | -4 | -1 | -13 | -2 | 14 | -11
